High-throughput results as filed in PubChem BioAssay.
NF-kB expr up: raises NF-kB expression in human neuronal cells | NF-kB reporter expression; hits give high values | 190,000 tested, 1.6% active | fold change at 12.5 µM | AID 1239; in the data active = fold change above about 3.3
PMI act hi M6P: PMI (human) activation, high substrate; P34949; coupled PMI enzyme assay, resazurin fluorescence, 20 min; hits give high values; 1 = untreated enzyme, 0 = substrate-free blank; activation factor at 20 µM; 190,000 tested, 0.34% active; AID 1216;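 active = activation factor of 2 or more at 20 µM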
Target sequence (P34949 whole entry, looked up): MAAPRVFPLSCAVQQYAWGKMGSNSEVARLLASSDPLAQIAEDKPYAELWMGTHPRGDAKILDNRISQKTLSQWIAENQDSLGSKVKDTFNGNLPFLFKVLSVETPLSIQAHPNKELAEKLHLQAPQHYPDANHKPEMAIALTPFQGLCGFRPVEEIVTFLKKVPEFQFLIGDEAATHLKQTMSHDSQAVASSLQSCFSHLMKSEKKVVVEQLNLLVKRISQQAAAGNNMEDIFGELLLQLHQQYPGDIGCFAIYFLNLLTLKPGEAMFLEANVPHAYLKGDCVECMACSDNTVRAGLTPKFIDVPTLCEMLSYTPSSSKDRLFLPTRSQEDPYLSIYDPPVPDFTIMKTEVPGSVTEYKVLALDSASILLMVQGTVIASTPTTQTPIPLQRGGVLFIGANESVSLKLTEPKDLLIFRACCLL
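Test system – human PMI in coupled enzyme assay · Timing – 20 min incubation at room temperature · Detection – Diaphorase-driven resazurin-to-resorufin fluorescence, excitation 544, emission 590 nm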
FLuc inhib CS: counter-screen for luciferase assay inhibitors: firefly luciferase inhibition; P08659; ATPLite firefly luciferase biochemical luminescence, 10 min; inhibition, % at 10 µM; 200,000 tested, 1.5% active;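 active = inhibition above about 50% when tested at 10 µM, limit read from the data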
FLuc act counter: firefly luciferase counter-screen for stimulation assays. P08659. ATPlite luciferase biochemical, luminescence, 10 min; 0 = ATP-free wells, 1 = DMSO control. activation factor at 10 µM. 200,000 tested, under 10 active;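 active = luciferase activation factor, scaled between plate controls, of at least 2 with compound at 10 µM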
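System: Luciferase/luciferin detection reagent, cell-free biochemical luciferase assay | Medium: PBS buffer for ATP | Dosing: Test compounds dosed from 2 mM stocks in 100% DMSO | Timing: 10 min at ambient temperature | Signal: Luminescence measurement of luciferase light output | Evaluation: Luciferase activation, seen as luminescence increase over controls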
TNAP act hi DEA: increases human TNAP activity under high phosphate acceptor concentration; activation factor at 20 µM; purified TNAP, CDP-star luminescence, 1 M DEA, 30 min; hits give high values; 0 = EDTA background, 1 = DMSO-only activity; P05186; AID 1136; 200,000 tested, under 10 active;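 active = activation factor at least 2 at 20 µM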
Target sequence (P05186 whole entry, looked up): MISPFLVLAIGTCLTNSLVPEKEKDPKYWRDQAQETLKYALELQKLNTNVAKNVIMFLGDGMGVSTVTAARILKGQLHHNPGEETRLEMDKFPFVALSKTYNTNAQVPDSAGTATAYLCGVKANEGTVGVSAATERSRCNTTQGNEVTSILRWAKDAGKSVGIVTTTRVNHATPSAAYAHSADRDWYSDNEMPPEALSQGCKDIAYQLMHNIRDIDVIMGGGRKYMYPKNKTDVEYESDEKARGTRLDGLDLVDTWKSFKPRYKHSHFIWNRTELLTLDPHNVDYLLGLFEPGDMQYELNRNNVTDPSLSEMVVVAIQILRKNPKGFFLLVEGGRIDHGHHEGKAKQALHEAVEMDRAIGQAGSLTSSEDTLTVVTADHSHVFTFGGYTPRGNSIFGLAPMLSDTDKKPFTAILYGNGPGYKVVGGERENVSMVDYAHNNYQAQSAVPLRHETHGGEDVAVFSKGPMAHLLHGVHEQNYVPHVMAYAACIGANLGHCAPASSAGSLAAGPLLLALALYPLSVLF
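Test system – human TNAP · Doses – 20 µM single point · Incubation – 30 min, room temperature · Signal – luminescent substrate turnover signal · Read-out basis – activation factor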
PMI act: increases human mannose-6-phosphate isomerase activity; P34949; purified human PMI, coupled resazurin fluorescence, 20 min; hits give high values; 1 = vehicle control, 0 substrate-free wells; activation factor at 20 µM; 190,000 tested, 0.005% active;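 active = activation factor of 2 or more at 20 µM, relative to plate controls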
APP 5'UTR act: activates APP 5'UTR luciferase reporter; SH-SY5Y APP 5'UTR luciferase reporter, luminescence; zero percent = DMSO vehicle wells; activation, % at 2 µM; 190,000 tested, 1% active; AID 1276;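 active = activation above a set limit, based on mean plus 3 SD of controls, cut at about 140% in these data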; note: values of inactives mirror those of a sister screen read the other way
TNAP inh noacc: inhibitors of human TNAP without phosphate acceptor | P05186 | purified TNAP, CDP-star luminescence, 30 min | inhibition, % at 20 µM | 200,000 tested, 0.26% active | AID 1012;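 active = tissue-nonspecific alkaline phosphatase inhibition above about 50% at 20 µM in the single-dose screen, limit read from the data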;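 note: 0% = DMSO negative control and 100% = EDTA positive control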
bIAP activator: intestinal alkaline phosphatase (bovine) activation | purified bovine IAP, CDP-star luminescence, 30 min; hits give high values; fold of DMSO-control signal, blank-subtracted | activation factor at 20 µM | 200,000 tested, 0.17% active | AID 1016;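 active = activation factor of 2 or more at 20 µM, a signal rise over negative controls twice the positive control's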
TNAP inh hiacc: blocks human TNAP under high phosphate acceptor concentration; 200,000 tested, 0.03% active; inhibition, % at 20 µM; P05186; AID 1135; purified TNAP, CDP-star luminescence, 1 M DEA;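 active = over 50% inhibition of tissue-nonspecific alkaline phosphatase at 20 µM in the single-dose screen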;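 note: plate controls were DMSO wells for no effect and EDTA-quenched wells as full inhibition for full effect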
An asterisk follows results filed as active; / = no result given.

SMILES	NF-kB expr up	PMI act hi M6P	FLuc inhib CS	FLuc act counter	TNAP act hi DEA	PMI act	APP 5'UTR act	TNAP inh noacc	bIAP activator	TNAP inh hiacc
O=C(Nc1cccc(S(=O)(=O)N2CCOCC2)c1)c1cnn2c(C(F)F)cc(-c3ccccc3)nc12	/	1.1	-9.1	1.1	1	0.9	15.1	-8.1	0.9	-2.7
Cc1cc(Nc2cccc(F)c2)n2nc(C)nc2n1	1	1.1	-3.9	1	1	1.1	-7.3	-5.6	1.1	-0.7
O=C(COC(=O)Cn1cnc2ccccc2c1=O)Nc1ccc2c(c1)OCO2	1.29	0.9	-2.4	1	1	1	0.9	-1.0	1.3	-2.5
COC(=O)/C=c1/s/c(=C(/C#N)C(=O)N2CCCCC2)n(-c2ccccc2)c1=O	1.07	1	-10.8	1.1	1	1	-7.8	-7.5	0.7	-1.0
CCC(C)(C)NC(=O)C(OC(=O)c1cc2sccc2n1C)c1ccc(OC)cc1 (configuration not stated)	1.37	1	-5.0	1.1	1	1	4.1	10.2	1	-1.1
CCN1C(=O)/C(=C\c2nc3ccccc3c(=O)n2-c2ccccc2)c2ccccc21	1.1	1.1	-7.4	1.1	1	0.9	-13.2	0.4	1	2.2
O=C(CSc1ncccn1)N/N=C/c1ccc(OC2CSC2)cc1	1.11	0.9	4.7	1	0.9	1.1	7.9	0.9	1.2	6.4
CC(NS(=O)(=O)c1ccc2c(c1)OCCO2)c1ccccc1 (configuration not stated)	1.34	0.9	-2.6	1	1	0.8	-7.9	-6.8	1	-4.5
Cc1ccccc1Cc1c(C)nc2c(C(=O)NCc3ccco3)cnn2c1C	0.87	1	-1.2	1	1	1	-0.1	7.2	1	0.2
CC(C)[C@H](NC(=O)c1ccccc1)C(=O)OCC(=O)/C=C1/N(C)c2ccccc2C1(C)C	0.48	0.6	-7.6	1.1	1	0.8	/	-0.8	0.9	-2.5
O=C(Nc1ccc(NC(=O)c2cccs2)cc1)c1ccco1	1.68	0.9	22.8	0.8	1	0.8	38.2	-7.2	0.7	-3.0
COc1ccc(-c2cc(C)nc3c(-c4ccccc4)cnn23)cc1	/	0.9	51.4*	0.5	1	0.9	168.5*	-5.1	1	-1.4
CC(C)C(=O)Nc1cccc(NC(=S)NC(=O)C(c2ccccc2)c2ccccc2)c1	0.81	0.9	-4.6	1	1.1	0.8	3.5	-4.5	0.9	-5.2
CCOC(=O)c1cc(-c2ccccc2)sc1NC(=O)CSc1nnc(N)s1	/	0.9	-4.2	1	1.1	0.9	-7.4	-11.6	1	-7.7
Cc1c(CN(C)Cc2cn(C)nc2-c2ccccc2F)[nH]c2ccccc12	0.92	0.9	-6.9	1.1	1.1	1	41.3	-12.3	1.1	-8.1
CCN(CC)C(=O)CSc1nnc(COc2cccc(C)c2)n1C	1.31	1	-0.8	1	1	1	18.5	-2.6	1	1.4
Clc1nc(CN2CCCCC2)nc2sc3c(c12)CCC3	1.94	1	-0.6	1	1	1	-14.5	-4.5	1	0.2
O=C(Nc1nccs1)C1CCN(S(=O)(=O)c2cccnc2)CC1	1.04	1	-6.1	1.1	1	1.1	-9.3	10.1	1	0.2
CCOc1ccc(-n2c(=O)[nH]cc(C(=O)N3CCCc4ccccc43)c2=O)cc1	0.97	1	-5.6	1.1	1	1	5.4	-8.6	1.1	-4.1
CSc1nc(-c2ccc(Cl)cc2)nn1C(=O)c1ccco1	1.41	1	-1.0	1	1	0.9	14.2	40.6	0.8	-1.1
CCc1nc(-c2ccccc2O)n(-c2ccccc2)n1	0.88	0.9	-0.3	1	1	0.9	-2.5	-3.9	1	0.8
CC(=O)Nc1sc2c(c1C(c1cccc(F)c1)N1CCN(CCO)CC1)CCCC2 (configuration not stated)	1.14	1.1	-9.1	1.1	1	1.1	-6.5	-12.1	1.1	-3.5
O=C(CCl)Nc1c[nH]c(=O)[nH]c1=O	2.12	1	-0.4	1	1	1.1	24.2	-17.5	1.1	-0.9
COCCCNC(=S)NC1CC2CCCC(C1)N2Cc1ccco1 (configuration not stated)	1.14	0.9	-7.0	1.1	1	0.9	-7.9	-7.3	0.9	-1.9

The last two compounds of the section before come first, to join the parts:
SMILES	NF-kB expr up	PMI act hi M6P	FLuc inhib CS	FLuc act counter	TNAP act hi DEA	PMI act	APP 5'UTR act	TNAP inh noacc	bIAP activator	TNAP inh hiacc
O=C(CCl)Nc1c[nH]c(=O)[nH]c1=O	2.12	1	-0.4	1	1	1.1	24.2	-17.5	1.1	-0.9
COCCCNC(=S)NC1CC2CCCC(C1)N2Cc1ccco1 (configuration not stated)	1.14	0.9	-7.0	1.1	1	0.9	-7.9	-7.3	0.9	-1.9
CCCn1c(N2CCOCC2)nc2c1c(=O)[nH]c(=O)n2C	1.09	1	-1.3	1	1	1.1	-6.3	-19.0	1	-2.6
O=C(CSc1nc(-c2ccccc2)cc(=O)[nH]1)N1CCc2ccccc21	1.05	1	0.6	1	1	1	-12.2	-11.4	1	-3.3
Cc1ccc(S(=O)(=O)N2CCN(c3ccccc3)CC2)cc1C(N)=O	0.89	0.9	-9.0	1.1	1.1	1	-8.4	-10.5	1	-6.6
c1ccc(CCNc2ccccc2)cc1	/	0.9	-5.1	1.1	1	1.1	/	-6.7	1	-1.9
O=C(CCC(=O)c1ccc(Oc2ccccc2)cc1)Nc1ccc(Cl)cc1Cl	1.09	1	-2.7	1	1	0.9	9.6	-6.9	0.7	-3.5
Oc1c(C=NCc2ccc(F)cc2)[nH]c2ccc(Br)c(Cl)c12	0.88	1.2	-9.8	1.1	1	1	-6.5	3.1	0.7	-0.6
CCN(CC)c1ncccc1C(=O)NCc1cccs1	1.1	1	-7.0	1.1	1.1	1	9.5	-14.3	0.9	-7.4
CCOC(=O)c1ccc(NC(=O)CSc2nnc(C3CCCCC3)n2C)cc1	1.33	1.1	-2.4	1	1	1	-11.2	-5.9	0.9	2.4
CC1(C)CC(=O)C2=C(C1)Nc1cc(C(=O)c3ccccc3)ccc1NC2c1ccccn1 (configuration not stated)	0.98	1	-5.8	1.1	1	1	2.0	-12.0	1.1	-1.7
O=C(Nc1ccccc1-c1ccccc1)c1cccc(C(F)(F)F)c1	0.93	1	-6.5	1.1	1	0.9	4.0	-8.7	0.8	0.7
CCN(CC)c1ccc(/C=C(/C#N)c2nc3ccccc3[nH]2)c(OC(C)C)c1	0.35	0.8	11.1	0.9	0.7	0.9	56.0	32.5	0.6	27.6
CCOc1ccc(NC(=O)CNC(=O)c2cn(-c3ccccc3OC)c(=O)c3ccccc23)cc1	0.91	1	-6.6	1.1	1	1	/	8.4	1.2	-0.2

Complete entries as entered above.
Results for CCN(CC)c1ccc(/C=C(/C#N)c2nc3ccccc3[nH]2)c(OC(C)C)c1 → NF-kB expr up = 0.35; PMI act hi M6P = 0.8; FLuc inhib CS = 11.1; FLuc act counter = 0.9; TNAP act hi DEA = 0.7; PMI act = 0.9; APP 5'UTR act = 56.0; TNAP inh noacc = 32.5; bIAP activator = 0.6; TNAP inh hiacc = 27.6
Results for CCOC(=O)c1ccc(NC(=O)CSc2nnc(C3CCCCC3)n2C)cc1 → NF-kB expr up = 1.33; PMI act hi M6P = 1.1; FLuc inhib CS = -2.4; FLuc act counter = 1; TNAP act hi DEA = 1; PMI act = 1; APP 5'UTR act = -11.2; TNAP inh noacc = -5.9; bIAP activator = 0.9; TNAP inh hiacc = 2.4
Results for O=C(CSc1nc(-c2ccccc2)cc(=O)[nH]1)N1CCc2ccccc21 → NF-kB expr up = 1.05; PMI act hi M6P = 1; FLuc inhib CS = 0.6; FLuc act counter = 1; TNAP act hi DEA = 1; PMI act = 1; APP 5'UTR act = -12.2; TNAP inh noacc = -11.4; bIAP activator = 1; TNAP inh hiacc = -3.3

Other compounds follow:
SMILES	NF-kB expr up	PMI act hi M6P	FLuc inhib CS	FLuc act counter	TNAP act hi DEA	PMI act	APP 5'UTR act	TNAP inh noacc	bIAP activator	TNAP inh hiacc
Cn1c(COc2ccccc2)nnc1SCC(=O)Nc1ccc2c(c1)OCO2	1.7	1	-4.4	1	1	1	13.0	-10.5	0.9	-3.1
Cc1ccc(OCC(=O)NCc2cccnc2)cc1	1.07	1	0.4	1	1	1	1.7	-10.4	1	-2.6
COc1ccc(C2CC(c3ccco3)n3ncnc3N2)cc1 (configuration not stated)	0.99	1.2	-8.6	1.1	1	1.2	17.2	-5.4	1	-3.5
COc1ccc(N2CCN(c3ccc(NC(=O)C4CCCCC4)cc3C#N)CC2)cc1	1.06	1	-3.8	1	1	0.9	20.1	-7.7	1	-1.8
CCCCCN(C(=O)CCCSc1nncs1)c1c(N)n(CCCC)c(=O)[nH]c1=O	1.24	1	-2.6	1	1	1	19.1	-5.7	1.1	-0.9
COC(=O)c1cc(Br)c(=O)n(Cc2ccncc2)c1	1.12	1	-0.6	1	1	1	4.1	-11.5	0.9	-2.2
Cn1cc(/C=C(\C(=O)O)C(C(=O)O)=C2CCCCC2)c2ccccc21	1.17	1	-3.3	1	1	1.2	18.4	-2.5	1	0.5
O=C(Nc1ccc(O)c(-c2nc3ccccc3o2)c1)C1(c2ccccc2)CCCC1	0.76	1.1	3.1	1	1	0.9	5.1	-7.1	1.2	-3.0
O=C(Nc1ccc2c(c1)OCO2)C1(S(=O)(=O)c2ccc(Cl)cc2)CC1	1.1	0.8	-4.2	1	1	0.9	4.0	-9.7	0.8	-3.6
Cn1ncc2nnn(-c3ccccc3)c(=O)c21	1.24	1.1	-8.6	1.1	1	1.1	10.8	1.0	1	3.6
CN(C)S(=O)(=O)N1CCCC(C(=O)c2ccc(C(F)(F)F)cc2)C1 (configuration not stated)	0.95	1	-6.5	1.1	1.1	1	-4.3	-10.5	1	-5.4
CCOc1cc(/C=N/NC(=O)c2cc(C3CC3)[nH]n2)ccc1O	0.96	0.9	2.4	1	1	1	-13.1	1.4	1.3	2.1
OCCN1C[C@H](O)[C@@H](O)[C@H](O)[C@H]1CO	/	1	-8.0	1.1	1	1	/	-7.8	0.9	-4.4
CCOC(=O)C1CCCN(C/C=C/c2ccccc2[N+](=O)[O-])C1 (configuration not stated)	0.97	1	-6.9	1.1	1	0.9	20.5	-10.9	1	-3.1
CCc1cccc(CC)c1NC(=O)COC(=O)CC1c2ccccc2CCN1S(=O)(=O)c1ccc(F)cc1 (configuration not stated)	0.79	0.8	-1.1	1	1	0.7	-6.0	-38.6	0.7	-1.4
